Source: PubChem (Sanford-Burnham Center for Chemical Genomics)
TAG inh: inhibitors of triacylglycerol accumulation; H9c2 cells, Nile Red lipid (TAG) fluorescence; cells loaded with 200 µM oleic acid; inhibition, % at 12.5 µM; 230,000 compounds, 0.66% hits; AID 651582;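 active = pattern-corrected inhibition of lipid staining of at least 50% with the nuclear-stain viability signal not falling by more than 50%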;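 note: 0% = DMSO wells and 100% = triacsin C control wells; some results filed as inactive read as strong as hits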
TAG inh DAPI viability: also measured in TAG inh; calls as there; DAPI nuclei signal change (viability), lower = more cytotoxic, %;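 whole-well DAPI fluorescence read on a plate reader as a viability signal; minus 50 percent equals half of cells still viable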
* = called active by the depositor. This is a subset; count on the stated rates, not on these rows.

Sample of the layout (2 entries):
Order of values: TAG inh | TAG inh DAPI viability
- COCCNC(=O)C1CCCN(C(=O)Cc2ccc(F)cc2)CC1 (configuration not stated)
    0 | -3
- O=C(Nc1c2c(nn1-c1ccc(F)cc1)CS(=O)C2)c1ccco1 (configuration not stated)
    11 | -4

All compounds of this part, previewed entries included:
Order of values: TAG inh | TAG inh DAPI viability
- COCCNC(=O)C1CCCN(C(=O)Cc2ccc(F)cc2)CC1 (configuration not stated)
    0 | -3
- O=C(Nc1c2c(nn1-c1ccc(F)cc1)CS(=O)C2)c1ccco1 (configuration not stated)
    11 | -4
- N#Cc1c2ccccc2nc2ccccc12
    -3 | 2
- CN(C)S(=O)(=O)c1ccc(C(=O)Oc2cc(=O)[nH]c3ccccc23)cc1
    -6 | 5
- Cc1ccc(C)c(NC(=O)CN(C)C(=O)c2ccccn2)c1
    -4 | 2
- CN(CCc1ccccc1)C(=O)c1cccc(NC(=O)Cc2cccc(NC(=O)C3CCCN(C(=O)CCc4ccccc4)C3)c2)c1 (configuration not stated)
    0 | 4
- Cc1cc(C)n2cc(CSc3nncn3C)nc2n1
    3 | -2
- COc1ccc(CCN2CC(C(=O)N(C)Cc3ccc4nsnc4c3)CCC2=O)cc1 (configuration not stated)
    8 | -1
- COc1ccc(C(O)c2nc(-c3ccc(F)cc3OC)cs2)cc1 (configuration not stated)
    -6 | -2
- COc1cccc(N2C(=O)/C(=C\c3cccs3)NC2=S)c1
    -11 | -2
- Cc1nc2c(Br)cc(Br)cc2c(=O)n1-c1ccccc1NC1OCC(O)C(O)C1O (configuration not stated)
    10 | -2
- Cc1cc(Cl)ccc1OCC(=O)N/N=C/c1ccc(OC2OC(CO)C(O)C(O)C2O)cc1 (configuration not stated)
    0 | 4
- O=C(N[C@@H](Cc1ccccc1)C(=O)CCl)OCc1ccccc1
    19 | -9
- Nc1ccc(C(=O)N/N=C2\CCCc3c2[nH]c2ccccc32)cc1
    13 | -6
- COc1ccc2nc(N3CCCCC3)c(C#N)cc2c1
    10 | 18

Other results:
Order of values: TAG inh | TAG inh DAPI viability
- CC(=C/c1ccco1)/C=N/NC(=O)c1ccncc1
    2 | -2
- CCCCN1C(=N)N([C@@H](CCC)CN2CCC[C@H]2CN2C(N)=NC[C@@H]2Cc2ccccc2)C[C@H]1Cc1ccccc1
    -15 | 29
- Fc1ccccc1/C=N/n1cnnc1
    2 | 5
- O=C1OC(c2ccccc2)C(O)=C1c1ccccc1 (configuration not stated)
    1 | -1
- CCOC(=O)N1CCC(NCCNC(=O)c2cccc(F)c2)CC1
    -5 | -3
- Cc1ccc(NC(=O)COC(=O)CN2C(=O)COc3ccccc32)cc1
    6 | -19
- CCOC(=O)c1sc(NC(=O)C(CC)OC(=O)C(CC(C)C)NC(=O)c2ccccc2)nc1C (configuration not stated)
    -1 | 1
- C/C=C/c1ccc(OCc2cc(=O)n3cc(C)ccc3n2)c(OC)c1
    3 | -2
- COc1ccccc1-c1sc2cc3c(cc2c1-c1ccc(OCCN2CCOCC2)cc1)OCO3
    -1 | 19
- CCC(C)c1ccc(OCC(=O)Nc2ccc(CN3CCOCC3)cc2)cc1 (configuration not stated)
    -20 | 13
- COc1ccc(S(=O)(=O)N2CCOCC2)cc1C(=O)NCC(c1ccco1)N1CCCC1 (configuration not stated)
    7 | -10
- O=C(Nc1nccs1)c1ccc(Br)c(S(=O)(=O)N2CCOCC2)c1
    17 | -16
- CC(C)(C)OC(=O)NCCCCCNC(=O)c1nc[nH]c1C(=O)N1CCc2ccccc2C1
    3 | -4
- COC(=O)Cc1c(C)c2ccc(OCC(=O)NCc3ccc4c(c3)OCO4)cc2oc1=O
    -12 | 13
- CC1CCCN(S(=O)(=O)c2cc(C(=O)NCCc3ccc(S(N)(=O)=O)cc3)ccc2Cl)C1 (configuration not stated)
    -25 | 4

(listing goes on)
Order of values: TAG inh | TAG inh DAPI viability
- COc1ccc(-c2csc(C(O)(c3ccccc3)C(F)(F)F)n2)cn1 (configuration not stated)
    11 | -2
- COCCn1c(-c2ccc(Br)cc2)csc1=Nc1cccnc1
    -20 | 11
- O=c1c(N2CCOCC2)c(N2CCOCC2)c1=O
    0 | -2
- O=S(=O)(NCC1CCCO1)c1cccc(S(=O)(=O)N2CCCC2)c1 (configuration not stated)
    4 | -15
- COC(=O)C1=C(NC(=O)c2ccccc2[N+](=O)[O-])CCS1
    -5 | 9
- CC(C)(C)NS(=O)(=O)c1ccc(N2C(=O)c3ccccc3C2=O)cc1
    16 | -6
- O=[N+]([O-])c1ccc(Nc2cccc3c2[nH]c2c(-c4ccccc4)nccc23)c([N+](=O)[O-])c1
    22 | 8
- C#CCOCC1CNC(=S)O1 (configuration not stated)
    12 | 6
- COc1ccc2nc(SCC(=O)O)nc(C)c2c1
    1 | 4
- Cc1cccc(C(=O)O[C@H]2[C@H](Cc3ccccc3)NS(=O)(=O)[C@H]3CC4C=C[C@]23O4)c1
    1 | -2
- CN(CC(=O)Nc1ccc(F)cc1)C(=O)c1cccc(S(=O)(=O)N2CCN(c3ccc(F)cc3)CC2)c1
    3 | -15
- CCOC(=O)C1=C(COC(=O)c2ccc(OC)c(OC)c2OC)NC(=O)NC1C (configuration not stated)
    0 | 3
- COC(=O)C1=C(C(=O)OC)[C@@H]2N(C)c3ccc(OC)cc3[C@@]23C[C@@H](C(=O)OC)N=C3N1
    -7 | -2
- Cc1cc(C)n(-c2ccc(C(=O)OCC(=O)c3c(N)n(C)c(=O)n(C)c3=O)cc2)n1
    -1 | -10
- C[C@@]12C(=O)N(CC3CCCO3)CC(=O)N1[C@@H]1c3ccccc3OC[C@@H]1[C@@H]2c1ccccc1 (some centres not stated)
    3 | 3

Next section
Order of values: TAG inh | TAG inh DAPI viability
- CCc1nnc(NC(=O)c2ccc(OC)c(S(=O)(=O)N3CCCC3)c2)s1
    -6 | -2
- COc1cccc(CNC(=O)C2CCN(S(=O)(=O)c3ccccc3)CC2)c1
    0 | -2
- CCN(CC(=O)Nc1ccccc1OC)CC(=O)Nc1c(Cl)ccc(C)c1Cl
    -14 | 1
- Cc1nonc1NC(=O)N1CCCC1
    18 | 1
- O=C(NCc1cccnc1)C1Cc2c(-c3ccc(Cl)cc3)ccnc2O1 (configuration not stated)
    0 | -12
- CNC(=O)C1Cc2c(-c3ccc(Cl)cc3)ccnc2O1 (configuration not stated)
    -11 | 2
- O=S(=O)(NCCN1CCOCC1)c1ccc2c(c1)OCCO2
    -5 | 2
- COC(C/C=C\[C@@H](O)[C@H](C)OCc1ccccc1)OC
    -2 | 6
- O=S(=O)(c1ccc(Cl)cc1)N1CCN(C2CCCCCC2)CC1
    -12 | 5
- O=C(OC1CCOC1=O)c1ccc2ccccc2n1 (configuration not stated)
    11 | -8
- COc1ccc(/C=N/n2c(-c3n[nH]c4c3CCC4)n[nH]c2=S)cc1OC
    -3 | 6
- COc1ccc(Cc2nc3ccccc3[nH]2)cc1OC
    4 | 7
- Cc1cc(C)cc(Oc2nc3ccccn3c(=O)c2/C=C(\C#N)C(=O)NC2CCS(=O)(=O)C2)c1 (configuration not stated)
    6 | -11
- Cc1ccc(C(CNS(=O)(=O)c2cc(F)ccc2F)N2CCN(C)CC2)cc1 (configuration not stated)
    15 | -12
- Cc1cc(C)n(CCNC(=O)C2CCC(=O)N(CCc3cccc(F)c3)C2)n1 (configuration not stated)
    -7 | 11

Remaining list, next part
Order of values: TAG inh | TAG inh DAPI viability
- N#C/C(=C\c1ccccc1OCc1ccc(C(=O)O)cc1)c1ccccc1
    -1 | 10
- CCOc1cc(NS(=O)(=O)c2ccc(NC(C)=O)cc2)c(OCC)cc1NC(=O)c1cccs1
    0 | -7
- COc1cc(OC)cc(-c2c(-c3cccs3)c3cc(Br)ccc3n2C)c1
    27 | -12
- O=C(NC(=S)Nc1ccc(Cl)c(C(=O)O)c1)c1ccco1
    -1 | 6
- CN(C(=O)c1ccc(OC2CCN(CCc3ccccc3)CC2)cc1)C1CCOCC1
    3 | -13
- CN=C(Nc1ccc(Br)cc1)SC1CC(=O)N(c2ccc(OC)cc2)C1=O (configuration not stated)
    -4 | 3
- COC(=O)C(C)N(C#N)c1nc(C)cc(C)n1 (configuration not stated)
    5 | -8
- COc1cccc(-c2nc(CS(=O)(=O)CC(=O)N3CCc4ccccc43)c(C)o2)c1
    5 | -1
- O=C(O)COc1ccc2c(-c3ccccc3)cc(=O)oc2c1
    7 | 3
- COc1ccc(/C=C/C(=O)N(c2ccccn2)C2CCCCC2)cc1OC
    4 | 1
- COc1cc2nc(CN3CCC(C(O)(c4ccccc4)c4ccccc4)CC3)[nH]c(=O)c2cc1OC
    12 | 6
- Cc1ccc(OCC(=O)OCc2c(C)noc2C)cc1C
    0 | -7
- CC1(C)C/C(=N/Nc2ccc([N+](=O)[O-])cc2[N+](=O)[O-])C(C)(C)O1
    -19 | 8
- O=C(NC(=S)NNC(=O)c1ccccc1O)c1cccnc1
    22 | -9
- CCN(CC)CCn1c(-c2ccccc2)nc(=S)c2c1CC(C)(C)OC2
    -1 | 3

Quoted at random: four entries already listed
Order of values: TAG inh | TAG inh DAPI viability
- COc1ccc(/C=C/C(=O)N(c2ccccn2)C2CCCCC2)cc1OC
    4 | 1
- CN(C(=O)c1ccc(OC2CCN(CCc3ccccc3)CC2)cc1)C1CCOCC1
    3 | -13
- COc1cc2nc(CN3CCC(C(O)(c4ccccc4)c4ccccc4)CC3)[nH]c(=O)c2cc1OC
    12 | 6
- N#C/C(=C\c1ccccc1OCc1ccc(C(=O)O)cc1)c1ccccc1
    -1 | 10

Later entries
Order of values: TAG inh | TAG inh DAPI viability
- FC(F)(F)c1ccc(N2CCOCC2)c(NC2=NCCCCC2)c1
    -4 | 5
- Cc1cn(CC(=O)NCCCN2CCCC2=O)c(=O)[nH]c1=O
    3 | 1
- CCCc1nnc(NC(=O)CCC(=O)N2CCCCCC2)s1
    21 | -13
- CN(CCOC(=O)c1ccc2c(c1)OCCO2)C(C)(C)C
    -13 | -4
- C=CCNc1nc(C(=O)OC(C)C(=O)c2ccc(C)cc2)cs1 (configuration not stated)
    -7 | -1
- NS(=O)(=O)c1ccc(N=Cc2c(O)n(-c3nccs3)c(=O)c3ccccc23)cc1
    9 | -4
- COc1ccc(OC)c(C(C)NC(=S)Nc2ccc(S(=O)(=O)Nc3ncccn3)cc2)c1 (configuration not stated)
    13 | 1
- COc1ccc(OC)c(NC(=O)CSc2nc(=O)n(CCN3CCOCC3)c3c2CCCC3)c1
    12 | -8
- CN1CCN(C(=O)C(Cc2ccccc2)NS(=O)(=O)c2ccc3c(c2)CCC(=O)N3)CC1 (configuration not stated)
    9 | -4
- O=C(Nc1ccccc1N1CCCC1)c1cccc(Cl)c1Cl
    -6 | 2
- O=C(COC(=O)C1CCN(S(=O)(=O)c2cccs2)CC1)NCc1ccccc1
    8 | -15
- Cc1ccc(C(=O)OCC(=O)NCc2ccc(Cl)cc2)s1
    -13 | 30
- Cn1cnnc1SCC(=O)N1CCc2ccccc21
    -7 | 1
- COCC(=O)Nc1ccc(Br)cc1
    2 | 7
- Cc1ccc(Nc2nc(NCCO)nc(N3CCCC3)n2)cc1
    -2 | -1

Next compounds.
Order of values: TAG inh | TAG inh DAPI viability
- CCC(CC)C(=O)Nc1nnc(-c2cccs2)s1
    22 | 0
- COc1ccc(OC)c(C(=O)CN2C(=O)C(=O)N(C3CCCC3)C2=O)c1
    0 | -1
- CN(CCO)c1ncnc2nc[nH]c12
    -6 | -3
- CCn1c(C)nc2cc(C(=O)N/N=C/c3ccccc3C)ccc21
    -1 | -9
- COc1cc(SC)ccc1C(=O)Nc1ccncc1
    2 | 5
- Cc1ccccc1OCCOC(=O)c1cc(S(=O)(=O)N2CCOCC2)ccc1C
    -15 | 0
- ONC(=Nc1ccccc1Cl)c1c(F)cccc1F
    -8 | -7
- CC(=O)Nc1ccc(S(=O)(=O)N2CCN(c3ccc(C)c(Cl)c3)CC2)cc1
    -21 | 15
- Nc1ccc(-c2cc3ccccc3c(=O)o2)cc1
    4 | 22
- O=C(NC1CCCCCC1)c1c(O)nc2sccn2c1=O
    0 | 3
- COc1ccc(NC(=O)C2=C(C)C(=O)OC23CCC(C)CC3)cc1Cl (configuration not stated)
    18 | -7
- CCOC(=O)C1(C)CCN1C(=O)c1ccc2ccccc2c1 (configuration not stated)
    -12 | 3
- O=C(CCCCCBr)N1CCC(CC2CC(c3cccc(Br)c3)=NO2)(C(=O)NCC2CCCCC2)CC1 (configuration not stated)
    10 | 2
- CC(C(=O)NC1CCCC1)N1CCN(Cc2ccccc2)CC1 (configuration not stated)
    4 | 8
- O=C(OCC1OC(n2ccc(=O)[nH]c2=O)C2OC12)c1ccccc1 (configuration not stated)
    -20 | 6

Further records follow.
Order of values: TAG inh | TAG inh DAPI viability
- Cc1c(NC(=O)C(C)OC(=O)c2cccc([N+](=O)[O-])c2)c(=O)n(-c2ccccc2)n1C (configuration not stated)
    6 | -13
- COc1ccc(NC(=O)CCOc2ccccc2C)cc1S(=O)(=O)N1CCCCC1
    -23 | -3
- CN(C)S(=O)(=O)c1ccc(NC(=O)COc2ncnc3c2cnn3-c2ccccc2)cc1
    8 | 2
- COc1ccc(CCNC(=S)N2CCN(S(=O)(=O)c3ccccc3)CC2)cc1
    -2 | 3
- NC(=O)c1cc2c(s1)-c1cc(Cl)ccc1SC2
    3 | 1
- CCCCn1c(SCC(=O)N2CCc3ccccc32)nnc1-c1ccncc1
    15 | -5
- Cc1ccc(S(=O)(=O)NNC(=O)Cc2cccn2C)cc1
    -10 | 3
- O=C(CCN1C(=O)c2ccc([N+](=O)[O-])cc2C1=O)Nc1nccs1
    6 | -3
- Cc1ccc2oc(-c3ccccc3)c(C(=O)O)c(=O)c2c1
    -18 | 9
- CC1CN(C(=O)c2ccc(Cl)c(S(=O)(=O)NCc3ccco3)c2)CC(C)O1 (configuration not stated)
    -8 | 8
- O=C(OCC(=O)N1CCOCC1)c1cccc(S(=O)(=O)N2CCCc3ccccc32)c1
    9 | -11
- CCC(=O)Nc1cccc(NC(=O)CN2CCN(c3ccccc3OC)CC2)c1
    5 | -12
- CC(=O)Nc1ncnc2c1c(-c1ccc(Cl)cc1)nn2C(C)(C)C
    15 | 11
- CN[C@H]1CCc2cc(OC)c(OC)c(OC)c2-c2ccc(OC)c(=O)cc21
    41 | -23
- COc1ccc(OC)c(S(=O)(=O)NCC(c2ccco2)N2CCc3ccccc3C2)c1 (configuration not stated)
    -7 | -5
